# TRPC4 block = blocks the mouse TRPC4 cation channel; 300,000 tested, 0.39% active; Q9QUQ5; B-score at 10 µM; HEK293 TRPC4beta/mu-opioid, DAMGO-evoked Fluo4 calcium flux; hits give low values; AID 2247;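 active means B-score over 3 SD under the library average, no early fluorescence shift, positive overall ratio signal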
#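 Material: HEK293 cells with stable TRPC4beta plus mu-opioid receptor expression; probe or stimulus: DAMGO in two steps, submaximal then maximal; technique: Fluo4 calcium fluorescence by kinetic imaging, 5 s 1 Hz baseline; measure: integrated fluorescence ratio relative to baseline, converted to per-well B score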
# TRPC6 inhibitor = mouse TRPC6 channel inhibition; 310,000 tested, 1.1% active; Q61143; B-score at 10 µM; AID 2553; HEK293-TRPC6, membrane potential dye, ACh-evoked depolarization; hits give low values;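 active means B-score under library mean minus 3 SD, initial fluorescence not abnormally high, positive integrated signal ratio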;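 further: B-score derived from integrated fluorescence ratio over the kinetic read; more negative B-score means stronger inhibition of depolarization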
# AI-2 QS mod = modulates the Vibrio harveyi AI-2 quorum sensing system; 300,000 tested, 0.4% active; activity change, % at 7.5 µM; Vibrio harveyi JMH597 AI-2 luminescence/OD600 ratio, 9 h; hits give low values; strain lacks LuxN and CqsS sensors; 0 = neutral-control median; in the data active means activity change below about -75%, passing the limit was not always enough;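 further: luminescence divided by OD600 gain over 9 h not by final OD600 alone; inactives centre near 13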
# TRPC6 act = mouse TRPC6 channel activation | HEK293-TRPC6 membrane potential dye fluorescence; hits give high values | 310,000 tested, 0.13% active | Q61143 | B-score at 10 µM;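 active means B-score of the integrated fluorescence ratio above library mean plus 3 SD, and starting fluorescence ratio within library mean plus 5 SD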;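 further: higher score means more depolarization so channel activation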
# TRPC4 agonist = activators of mouse TRPC4 channel; HEK293 TRPC4beta/mu-opioid, Fluo4 calcium fluorescence; hits give high values; B-score at 10 µM; 310,000 tested, 0.49% active; AID 2237;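 active means B-score above 5 SD of library B-scores, and initial fluorescence ratio not above library mean plus 5 SD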;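 further: positive B-score marks a calcium rise read as TRPC4 activation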
#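 Assay system: HEK293 cells stably co-expressing mouse TRPC4beta and mu-opioid receptor / Timing: Fluo4 dye loading 45 min at room temperature, 110 s recording / Signal: Fluo4 calcium-sensitive dye fluorescence, kinetic, 1 Hz baseline / Read-out: integrated baseline-normalised fluorescence ratio, converted to per-well B score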
# MrgX1 antagonist = antagonists of human MrgX1 receptor | Q96LB2 | MRGX1-HEK293 calcium flux, Fluo-4, BAM8-22 antagonism; hits give low values | B-score at 10 µM | 310,000 tested, 1.3% active | AID 588676;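 active means calcium-response B-score plate-corrected more than 3 library SD below zero, starting fluorescence within 5 deviations, no agonist response on first addition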;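 further: peak minus trough fluorescence over baseline after final BAM8-22 challenge near maximal dose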
# Target sequence (Q96LB2 whole entry, looked up): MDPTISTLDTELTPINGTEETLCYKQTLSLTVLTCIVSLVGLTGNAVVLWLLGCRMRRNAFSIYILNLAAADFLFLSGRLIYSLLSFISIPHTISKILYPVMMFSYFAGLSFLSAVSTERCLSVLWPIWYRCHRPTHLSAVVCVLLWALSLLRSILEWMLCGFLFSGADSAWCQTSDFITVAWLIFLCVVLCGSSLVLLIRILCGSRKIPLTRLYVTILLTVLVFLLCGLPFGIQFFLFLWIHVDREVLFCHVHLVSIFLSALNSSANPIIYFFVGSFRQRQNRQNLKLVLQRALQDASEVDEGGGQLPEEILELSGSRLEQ
# MrgX1 agonist = activates human MrgX1 receptor signaling. Q96LB2. MrgX1-HEK293 cells, Fluo-4 calcium fluorescence, agonist mode; hits give high values. B-score at 10 µM. 310,000 tested, 0.44% active. AID 588627;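 active means calcium response B-score plate-corrected fluorescence ratio at least 3 library SD, with starting fluorescence B-score inside 5 SD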
#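 Test system: Stable human MrgX1 HEK293 cell line | Schedule: Overnight plating before 1 h dye loading | Read-out basis: Baseline-normalised fluorescence change ratio, B-scored | Detection: Kinetic calcium dye fluorescence, Fluo-4 NW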
# PolyA inh = inhibitors of polyadenylation in S. cerevisiae; 300,000 tested, 0.02% active; calls only at 12 µM; S. cerevisiae SKY197-pL101 polyadenylation reporter, beta-gal luminescence; efflux-impaired pdr1/pdr3 knockout yeast; score 100 = 6 SD above DMSO;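 active means lowest replicate activity score at least 50, where 100 means six control SD above control mean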;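 further: yeast exposed to compound for 9 h at 30 °C; higher score means more reporter readthrough which indicates perturbed polyadenylation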
# HIF activator = HIF pathway transcriptional activation; U2OS HRE-luciferase reporter, luminescence; normalized: DMSO 0%, desferrioxamine 100%; 300,000 tested, 0.32% active; AID 1910; activation, % at 7.5 µM (by protocol);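 active means mean activation of at least 10% of the iron chelator positive control signal, with at least half of replicates also reaching 10%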
# MrgX1 PAM = allosterically activates human MrgX1 receptor signaling; Q96LB2; MrgX1-HEK293, Fluo-4 calcium flux, FDSS; hits give high values; B-score at 10 µM; 310,000 tested, 0.63% active; AID 588675;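 active means plate-corrected calcium response at least 3 library SD above typical, normal starting fluorescence, not activating the receptor alone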;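 further: compound read alongside a low EC10 to EC30 dose of BAM8-22 agonist; peak minus trough fluorescence over baseline measured at the second addition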
# TRPC4 PAM = TRPC4 (mouse) allosteric potentiation; B-score at 10 µM; HEK293 TRPC4beta/mu-opioid, DAMGO EC20, Fluo-4 Ca2+ flux; hits give high values; Q9QUQ5; 310,000 tested, 0.42% active;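 active means B-score of calcium response area above 5 SD of library B-scores, with initial fluorescence ratio within 5 SD of library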;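 further: B-score of integrated fluorescence ratio over time as area under calcium response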
# The depositor's hits bear a star; i = inactive; / = no result given. Some of the compounds tested; rates above refer to the full screens.
Molecule	MrgX1 antagonist	TRPC4 PAM	TRPC4 block	TRPC6 inhibitor	TRPC6 act	TRPC4 agonist	MrgX1 PAM	PolyA inh	HIF activator	MrgX1 agonist	AI-2 QS mod
CCOc1ccc(CCNS(=O)(=O)c2cn(C)cn2)cc1OCC	i	i	i	i	i	i	i	i	1.4	i	6.2
CCN1CCCC1CNCc1cccc(OC)c1OCc1ccc(F)cc1 (stereo unspecified)	i	i	i	i	i	58*	i	i	0.2	i	-3.5
O=C(CN(Cc1ccccc1)S(=O)(=O)c1ccc(Cl)cc1)NCC1CCCO1 (stereo unspecified)	i	i	i	i	i	i	i	i	0.3	i	1.4
Cc1ccc(NC(=O)CN(c2ccc(C)cc2)S(=O)(=O)c2cccc3nonc23)cc1	i	i	i	i	i	i	i	i	-0.1	i	49.1
Cn1c(=O)c(C(=O)NNC(=O)c2ccccc2Br)c(O)c2ccccc21	i	i	i	i	i	i	8.45*	i	-9.3	i	44.9
C=CCC(CC=C)(C(=O)O)c1ccccc1	i	i	i	i	i	i	i	i	0.7	i	6.9
O=C(NCc1ccccc1)c1ccc(OCC2CCCO2)cc1 (stereo unspecified)	i	i	i	i	i	i	i	i	0.8	i	13.9
CCOC(=O)Cc1csc(NC(=O)COc2ccc3ccccc3c2)n1	i	i	i	i	i	i	i	i	0.3	i	14.3
N#CCCn1cc(/C=C/C(=O)O)c(-c2ccc(F)cc2)n1	i	i	i	i	i	i	i	i	0.2	i	13.6
Cc1n[nH]c(C)c1S(=O)(=O)N1CCC(C(=O)N2CCn3c2nc2ccccc23)CC1	i	i	i	i	i	i	i	i	0.1	i	18.4
CC1(C)Cc2c(cnn2-c2ccc(F)cc2)C(NC(=O)c2cnccn2)C1 (stereo unspecified)	i	i	i	i	i	i	i	i	-0.5	i	26.3
CCCCN(C)c1ccc([N+](=O)[O-])cc1	i	i	i	i	i	i	i	i	-0.4	i	23.7
CCOC(=O)CSc1nnc2n1C(C)(C)Cc1ccccc1-2	i	i	i	i	i	i	i	i	-0.2	i	4.9
O=C(CSc1nnc(-c2ccc(F)cc2)o1)NC1CCCCC1	i	i	/	i	i	i	i	i	-0.5	i	25.2
CC(C)CN(C(=O)Cn1c(C(F)(F)F)nc2ccccc21)C1CCS(=O)(=O)C1 (stereo unspecified)	i	i	i	i	i	i	i	i	0.0	i	26.1
O=C(COC(=O)Cc1n[nH]c(=O)c2ccccc12)Nc1c(Cl)cccc1C(F)(F)F	i	i	i	i	i	i	i	i	-11.2	i	23.0
NC(=O)c1cc(Cl)cn(-c2ccccc2)c1=O	i	i	i	i	i	i	i	i	-0.4	i	22.1
Cc1ccccc1N1CCN(C(=O)c2ccc(Oc3ccc(C(F)(F)F)cn3)cc2)CC1	i	i	i	i	i	i	i	i	-0.4	i	14.5
Cn1c(SCC(N)=O)nnc1-c1ccc(C(C)(C)C)cc1	i	i	i	i	i	i	i	i	0.2	i	10.1
C#CCNC(=O)C1=C[C@H](C2CCCCC2)[C@@H](CCCO)[C@H](OCC)O1	i	i	i	i	i	i	i	i	0.1	i	23.9
Cc1cccc2sc(N(CCN(C)C)C(=O)C3CCN(S(=O)(=O)c4cccs4)CC3)nc12	i	i	i	i	i	i	i	i	0.2	i	18.9
Cc1ccc(N2C(=O)CC(N3CCN(c4ccc(F)cc4)CC3)C2=O)c(C)c1 (stereo unspecified)	i	i	i	i	i	i	i	i	0.9	i	/
O=C1NC(=Nc2cccc(O)c2)S/C1=C\c1cccnc1	i	i	i	i	i	i	i	i	0.2	i	5.6
Cc1ccc(-c2noc(-c3ccccc3C(=O)N3CCOCC3)n2)cc1	i	i	i	i	i	i	i	i	-0.1	i	10.3
CCOC(=O)/C(C#N)=C\c1ccc(CC)s1	i	i	i	i	i	i	i	i	1.9	i	25.9
O=C(c1ccccc1)N1N=C(C(F)(F)F)CC1(O)c1ccccc1O (stereo unspecified)	i	i	i	i	i	i	i	i	0.6	i	3.7
O=C(N/N=C(\c1ccccc1)c1ccccn1)c1ccccc1Cl	i	i	i	i	i	i	i	i	46.6*	i	6.6
O=[N+]([O-])c1ccc(C[n+]2cc(-c3ccccc3)n3c2CCCCC3)cc1	i	i	i	i	i	i	i	i	-0.4	i	13.0
COCCN1C(=O)C(=O)/C(=C(/O)c2ccc(S(=O)(=O)N3CCOCC3)cc2)C1c1ccc(OC)c(OC)c1 (stereo unspecified)	i	i	i	i	i	i	i	i	-1.2	i	11.4
COc1ccc(-n2c(SCC(=O)c3ccc[nH]3)nnc2-c2ccccc2)cc1	i	i	i	i	i	i	i	i	-0.1	i	4.1
O=C(O)c1ccc2ncc(NC(=O)c3ccc(F)cc3)c(=O)n2c1	i	i	i	i	i	i	i	i	-1.6	i	12.6
O=C(Nc1ccc(F)cc1)c1ccccc1S(=O)(=O)c1ccccc1[N+](=O)[O-]	i	i	i	i	i	i	i	i	-0.1	i	28.8
Cc1ccc(-c2nn(-c3ccc(F)cc3)cc2C(=O)N(C)CC(=O)Nc2ccc(N3CCOCC3)cc2)cc1	i	i	i	i	i	i	i	i	-0.1	i	28.7
Cc1nc(Sc2ccc(Cl)cc2)c(C#N)c(C)c1[N+](=O)[O-]	i	i	i	i	i	i	i	i	0.4	i	15.9
CCN(CC(=O)NCc1ccc(Cl)cc1)C(=O)/C=C/c1ccco1	i	i	i	i	i	i	i	i	-0.7	i	4.8
c1ccc2c(c1)nnn2Cc1nnc2sc(-c3ccncc3)nn12	i	i	i	i	i	i	i	i	-0.1	i	8.0
O=S(=O)(c1ccccc1)N1CCN(CCO)CC1	i	i	i	i	i	i	i	i	-8.5	i	7.9
Cc1ccc(CNS(=O)(=O)c2ccc(C(F)(F)F)cc2)n1C	i	i	i	i	i	i	i	i	-0.1	i	-7.9
O=C(CSc1nnc(CNC(=O)c2c(F)cccc2F)o1)c1ccccc1	i	i	i	i	i	i	i	i	-0.2	i	14.1
CCC1(CC)NC(=O)N(CC(=O)N2CCN(S(=O)(=O)c3cccc(F)c3)CC2)C1=O	i	i	i	i	i	i	i	i	-1.2	i	6.6
Cn1c(=O)c2c(nc(SCC(=O)c3cccs3)n2Cc2ccc(F)cc2)n(C)c1=O	i	i	i	i	i	i	i	i	0.0	i	16.6
CN(CC(=O)Nc1ccccc1Br)C(=O)c1cc([N+](=O)[O-])ccc1N1CCOCC1	i	i	i	i	i	i	i	i	-0.1	i	23.0
CC(=O)Nc1ccc(S(=O)(=O)Nc2nnc(Cc3ccc(Cl)cc3)s2)cc1	i	i	i	i	i	i	i	i	-22.8	i	/
CCOC(=O)CCC(NC(=O)CCCCCCCCC(=O)NC(CCC(=O)OCC)C(=O)OCC)C(=O)OCC (stereo unspecified)	i	i	i	i	i	i	i	i	-0.3	i	25.5
Cc1ccc(C(=O)COC(=O)CCC(=O)Nc2ccccc2Cl)cc1[N+](=O)[O-]	i	i	i	i	i	i	i	i	-0.3	i	7.6
Cc1nnc(SCC(=O)NC2CCCCCC2)n1C	i	i	i	i	i	i	i	i	0.0	i	-1.5
COc1ccc(Cc2nnc(NC(=O)c3cc(OC)c(OC)c(OC)c3)s2)cc1	i	i	i	i	i	i	i	i	1.8	i	/
CCC(NC(=O)c1ccccc1NC(=O)C(C)(C)C)C(=O)N1CCCC1 (stereo unspecified)	i	i	i	i	i	i	i	i	-23.6	i	31.2
Cc1cc(Br)c(NC(=O)c2c(-c3c(Cl)cccc3Cl)noc2C)c(Br)c1	i	i	i	i	i	i	i	i	1.0	i	4.7
CC(C)(C)NC(=O)C(=O)NCc1ccncc1	i	i	i	i	i	i	i	i	-0.2	i	9.6

# Looked up by compound from the entries so far:
Molecule	MrgX1 antagonist	TRPC4 PAM	TRPC4 block	TRPC6 inhibitor	TRPC6 act	TRPC4 agonist	MrgX1 PAM	PolyA inh	HIF activator	MrgX1 agonist	AI-2 QS mod
O=[N+]([O-])c1ccc(C[n+]2cc(-c3ccccc3)n3c2CCCCC3)cc1	i	i	i	i	i	i	i	i	-0.4	i	13.0
Cc1ccc(C(=O)COC(=O)CCC(=O)Nc2ccccc2Cl)cc1[N+](=O)[O-]	i	i	i	i	i	i	i	i	-0.3	i	7.6

# Additional records.
Molecule	MrgX1 antagonist	TRPC4 PAM	TRPC4 block	TRPC6 inhibitor	TRPC6 act	TRPC4 agonist	MrgX1 PAM	PolyA inh	HIF activator	MrgX1 agonist	AI-2 QS mod
Cc1ccc(C(=O)Oc2ccccc2N2C(=O)C3C4CCC(C4)C3C2=O)cc1 (stereo unspecified)	i	i	i	i	i	i	i	i	-0.4	i	17.0
Cc1cccc2cc(/C=N/Nc3ccc(C(=O)O)cc3)c(Cl)nc12	i	i	i	i	i	i	i	i	1.9	i	11.3
Cc1cc(C)cc(NC(=O)c2ccc(S(=O)(=O)C(F)F)cc2)c1	i	i	i	i	i	i	i	i	-30.7	i	28.2
CCOc1cc(CNC(=O)CCCn2c(=O)c3cccn3c3cccnc32)cc(OCC)c1OCC	i	i	i	i	i	i	i	i	0.4	i	14.7
CCC1CCCCN1CCCNC(=O)c1csc2c1CCCCC2 (stereo unspecified)	i	i	i	i	i	i	i	i	0.2	i	0.4
Cc1ccccc1NC(=S)N(CCCN1CCCCC1)Cc1ccco1	i	i	i	i	i	i	i	i	0.3	i	21.3
O=C(O)CCC(=O)OC1CC2CCC1C2 (stereo unspecified)	i	i	i	i	i	i	i	i	0.1	i	24.9
CCOC(=O)CSc1nc2ccccc2n1CC(=O)NC(C)(C)C	i	i	i	i	i	i	i	i	-0.5	i	18.7
CC(C)CCNC(=O)C1CCCN(S(=O)(=O)c2ccc(-n3cnnn3)cc2)C1 (stereo unspecified)	i	i	i	i	i	i	i	i	-0.3	i	18.5
O=C(COC(=O)CCN1C(=O)c2ccccc2C1=O)Nc1ccc(S(=O)(=O)N2CCCC2)cc1	i	i	i	i	i	i	i	i	-0.4	i	5.1
COc1ccc(C)cc1S(=O)(=O)N(CC(=O)N1CCOCC1)Cc1ccccc1	i	i	i	i	i	i	i	i	-0.2	i	21.1
COc1ccc(/C=N/NC(=O)C(=O)N2CCCC2)cc1OC	i	i	i	i	i	i	i	i	-0.6	i	18.3

# Assay outcomes deposited in PubChem by several laboratories.
